D3 ag = agonists of human D3 dopamine receptor | D3R DiscoveRx beta-arrestin cells, luminescence, 90 min | max activation, % | actives 0.58% (n = 410,000); in the data active = max activation above about 30%; also: 0% is about no effect; mostly tested at two doses, the higher about 12 µM
Target sequence (P35462 whole entry, looked up): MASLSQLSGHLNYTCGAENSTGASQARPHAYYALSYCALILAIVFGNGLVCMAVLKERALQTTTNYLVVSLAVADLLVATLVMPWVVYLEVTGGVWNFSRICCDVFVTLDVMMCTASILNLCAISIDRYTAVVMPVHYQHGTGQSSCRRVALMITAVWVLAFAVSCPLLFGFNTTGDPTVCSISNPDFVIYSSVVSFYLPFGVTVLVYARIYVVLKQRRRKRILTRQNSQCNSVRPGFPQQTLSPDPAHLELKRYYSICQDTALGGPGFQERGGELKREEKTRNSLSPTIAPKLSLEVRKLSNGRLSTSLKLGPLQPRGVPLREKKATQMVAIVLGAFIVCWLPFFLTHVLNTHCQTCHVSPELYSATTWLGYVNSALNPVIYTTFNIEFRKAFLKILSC
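Agonist mode: compounds and dopamine controls were applied to plated cells for 90 min at 37 degrees C after an overnight attachment at 1500 cells/well. Luminescent read-out followed 30 - 60 minutes at room temperature with DiscoveRx detection reagent.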
An asterisk follows results filed as active. Some of the compounds tested; the hit share may differ from the screen's.

Molecule	D3 ag
Cc1ccc(C)c(NC(=O)c2cc(S(=O)(=O)NCc3ccccc3)ccc2F)c1	-11.2
COC(=O)c1ccccc1NC(=O)Cn1c(=O)n(-c2cccc(OC)c2)c(=O)c2c(C)c(C(=O)N(C)C)sc21	-10.1
CCOc1ccc(C2C(=O)N(C3CCCCCC3)CC(=O)N2Cc2ccc(C)cc2)cc1OC (stereo not given)	-20.1
CC(C)Oc1ccc(CNC(=O)c2ccc(Cn3c(=O)c4cccn4c4cccnc43)cc2)cc1	3.8
CCCCOc1ccc(C2c3c(-c4ccccc4O)n[nH]c3C(=O)N2Cc2ccncc2)cc1OC (stereo not given)	-16.7
CC1=C(C(=O)Nc2ccc(Cl)cc2)C(c2ccccc2)n2ncc(C(=O)Nc3ccccc3)c2N1 (stereo not given)	-17.5
COC(=O)CN1C(=O)CSc2ccc(S(=O)(=O)Nc3cccc(C)c3C)cc21	6.8
CCS(=O)(=O)N1CCC(C(=O)NCCC(C)C)CC1	13.5
COCCNC(=O)c1ccc2c(c1)N(Cc1cccc(Cl)c1)C(=O)c1ccccc1S2=O (stereo not given)	3.6
COc1ccccc1C(=O)N(Cc1ccco1)Cc1ccccc1F	3.9
O=C(Nc1cccc(Cl)c1Cl)c1cc(S(=O)(=O)N2CCCCC2)ccc1F	-6.0
O=C(NC1CC(=O)N(c2ccccc2)C1)c1ccc(Br)o1 (stereo not given)	1.1
CC(C)CCn1c(=O)c2sccc2n2c(CCCC(=O)NCc3ccc(F)cc3)nnc12	-7.7
COc1ccc(NS(=O)(=O)c2ccc3c(c2)CC(C)N3C(=O)C2CCC2)cc1OC (stereo not given)	14.0
COc1cccc(C(=O)Nc2cccc(C(=O)OCc3cc(=O)n4c5c(sc4n3)CCCC5)c2)c1	-1.5
Cc1cc(Cl)ccc1OCC(=O)N(Cc1ccco1)Cc1ccccc1F	-7.0
CC(=O)N1c2ccc(S(=O)(=O)NCC3CCC(C(=O)Nc4cc(C)cc(C)c4)CC3)cc2CC1C (stereo not given)	0.8
CCCCOc1ccc(CNC(=O)c2cnc3sc(N4CCCC4)nn3c2=O)cc1	13.0
COc1ccccc1NC(=O)Cn1ccn(-c2cc(C)cc(C)c2)c(=O)c1=O	4.2
CC(=O)Nc1cc(C(=O)NCc2ccc(F)cc2)ccc1Sc1ccc(F)cc1	10.9
COc1cccc(N2CC(NC(=O)c3ccc4c(c3)OCO4)CC2=O)c1 (stereo not given)	0.8
CCc1cccc(NC(=O)CC(c2ccc(OC)cc2)N2Cc3ccccc3C2=O)c1 (stereo not given)	-21.9
Oc1c(C(c2ccccc2Cl)N2CCOCC2)sc2nc(-c3ccco3)nn12 (stereo not given)	-18.0
COc1ccc(-n2ccnc2SCC(=O)Nc2ccc(F)cc2F)cc1	-11.4
COc1ccc2c(c1)Cc1sc(NC(=O)c3ccc(Cl)cc3)nc1-2	-5.6
CN(c1ncnc2c1c(-c1ccccc1)cn2-c1cccc(Cl)c1)C1CCCCC1	-11.1
CC1CCC(NC(=O)c2ccc3c(c2)N(Cc2ccccc2)C(=O)c2ccccc2S3(=O)=O)CC1 (stereo not given)	-16.3
Cc1ccc(NC(=O)CN2C(=O)C(c3ccc(F)cc3)=NC23CCCCCC3)c(C)c1	-1.5
COc1cccc(-n2ccnc2SCC(=O)Nc2cccc3ccccc23)c1	-12.5
CCOC(=O)c1ccccc1NC(=O)CSc1cn(CC(=O)N2CCCCCC2)c2ccccc12	-3.9
CCCN(CCC)C(=O)CSc1nnc2cc(C)c3cc(C)cc(C)c3n12	2.8
CCCCn1c(=O)c2oc3ccccc3c2n(CC(=O)Nc2cccc(Cl)c2)c1=O	-15.6
CCOC(=O)CCCN1C(=O)CCn2nc(-c3cn(C)c4ccccc34)cc21	1.5
CCCCOc1ccc(C(=O)N(Cc2ccco2)Cc2ccco2)cc1	-2.0
COc1ccc(OC)c(NC(=O)N2CCC3(CC2)Oc2ccccc2C(=O)N3Cc2ccccc2F)c1	-7.5
Cc1ccc(C)c(NC(=O)CCCN2C(=O)COc3ccc(C)cc32)c1	-9.4
CCOc1ccc(C(=O)NCc2nc3cccnc3n2Cc2ccc(F)cc2)cc1OCC	-9.3
CCCCN(C)CCNC(=O)C1CCN(c2nc3ccc(CC)cc3s2)CC1	-15.1
CC(C)c1ccc(Nc2cc(C(=O)NC3CCCCC3)c3ccccc3n2)cc1	2.4
CCOc1ccc(NC(=O)CSc2nc(-c3ccc(F)cc3)cc(C(F)(F)F)c2C#N)cc1	11.9
CCCCNC(=O)CSc1nc2cc3c(cc2c(=O)n1CCCC(=O)NCc1ccc2c(c1)OCO2)OCO3	4.0
CCOC(=O)C1CCCN(C(=O)c2ccc3c(c2)N(Cc2ccccc2)C(=O)c2ccccc2S3(=O)=O)C1 (stereo not given)	-2.4
COc1ccc(S(=O)(=O)Nc2ccc3c(c2)sc(=O)n3C)cc1Cl	-3.6
Cc1ccccc1CN1C(=O)c2ccccc2Sc2ccc(C(=O)NC3CCCC3)cc21	1.5
Cc1cccc(NC(=O)c2c(N)sc3c2CCC(C)C3)c1 (stereo not given)	-7.5
Cc1ccccc1C(=O)Nc1cccc(C(=O)OCc2cc(=O)n3c4c(sc3n2)CCCC4)c1	-13.9
O=C(NCc1nc2ccccc2n1Cc1ccccc1Cl)c1ccccc1	-20.8
Cc1ccc(-n2cnc3cc(C(=O)NCCC4=CCCCC4)ccc32)cc1Cl	-7.9
Cc1ccc(NS(=O)(=O)c2ccc3c(c2)NC(=O)C(C)C(=O)N3)cc1F (stereo not given)	-11.0
CN(C)CCNC(=O)c1ccc2c(=O)n3c(nc2c1)CCCCC3	-7.1
O=C(Cn1c(=O)nc(-c2ccccc2)c2cc(Cl)ccc21)NCCc1ccccc1	3.5
O=C(CCCn1c(=O)c2cccn2c2cccnc21)Nc1ccccc1C(F)(F)F	-12.0
O=C(CSCc1cnn(-c2ccccc2)c1-n1cccc1)NCc1ccccc1F	-4.9
COc1cccc(OCC(=O)NC2CC(=O)N(c3cccc(OC)c3)C2)c1 (stereo not given)	-1.9
Cc1ccccc1NS(=O)(=O)c1ccc2[nH]cc(C(=O)NCCc3ccccc3)c(=O)c2c1	-4.8
COc1cccc(-n2nnc(-c3nc(-c4ccccc4F)no3)c2C)c1	6.4
COc1cccc(CN(C(=O)c2oc3cc(C)ccc3c2C)C2CCS(=O)(=O)C2)c1 (stereo not given)	-18.0
CCc1ccc(-c2nc(CS(=O)CC(=O)NCCc3ccc(Cl)cc3)c(C)o2)cc1 (stereo not given)	4.9
Cc1ccc(N2CC(NC(=O)c3cccs3)CC2=O)cc1 (stereo not given)	-7.9
COc1ccc2sc(N(Cc3cccnc3)C(=O)c3ccc4c(c3)OCCO4)nc2c1	1.2

Reprinted from the results shown for reference:
Molecule	D3 ag
Cc1ccc(C)c(NC(=O)c2cc(S(=O)(=O)NCc3ccccc3)ccc2F)c1	-11.2
COC(=O)c1ccccc1NC(=O)Cn1c(=O)n(-c2cccc(OC)c2)c(=O)c2c(C)c(C(=O)N(C)C)sc21	-10.1
CCOc1ccc(C2C(=O)N(C3CCCCCC3)CC(=O)N2Cc2ccc(C)cc2)cc1OC (stereo not given)	-20.1

The main list resumes; the 5 compounds before the break are reprinted first.
Molecule	D3 ag
COc1cccc(-n2nnc(-c3nc(-c4ccccc4F)no3)c2C)c1	6.4
COc1cccc(CN(C(=O)c2oc3cc(C)ccc3c2C)C2CCS(=O)(=O)C2)c1 (stereo not given)	-18.0
CCc1ccc(-c2nc(CS(=O)CC(=O)NCCc3ccc(Cl)cc3)c(C)o2)cc1 (stereo not given)	4.9
Cc1ccc(N2CC(NC(=O)c3cccs3)CC2=O)cc1 (stereo not given)	-7.9
COc1ccc2sc(N(Cc3cccnc3)C(=O)c3ccc4c(c3)OCCO4)nc2c1	1.2
O=C(NCCc1ccc(Cl)cc1)c1ccc(Cn2c(=O)c3cccn3c3cccnc32)cc1	-5.5
COc1cccc(NC(=O)c2sc(-n3nc(C)c(Cc4ccccc4Cl)c3C)nc2C)c1	-14.9
Cc1nn2c(=O)cc(COC(=O)c3ccc(NC(=O)c4ccc(C(C)(C)C)cc4)cc3)nc2s1	12.1
CCOc1ccc(CCNC(=O)CCSCc2cccc(Cl)c2)cc1OCC	0.3
Cc1cc(C)cc(NS(=O)(=O)c2ccc3c(c2)NC(=O)C(C)S3)c1 (stereo not given)	7.9
Cc1ccc(-n2ccn(CC(=O)c3ccc(F)cc3)c(=O)c2=O)cc1C	-1.7
Cc1nc2c3cccnc3nn2c(C)c1CCC(=O)NCc1ccccc1Cl	-8.4
COc1ccccc1-c1c(C)nn2c(-c3ccccc3)cc(-c3ccccc3)nc12	-3.6
Cc1cc(Nc2ccccc2C)nc(-n2nc(C)cc2C)n1	-7.3
CCCCc1ccc(Nc2cc(C)nc(-n3nc(C)cc3C)n2)cc1	-18.6
COC(=O)c1ccccc1NC(=O)c1ccc(CN2CC(=O)N3CCCCC3C2=O)cc1 (stereo not given)	1.7
COC(=O)c1c(NC(=O)CCCOc2ccc(C)cc2)sc2c1C(C(=O)OC)CC2 (stereo not given)	4.0
CC(C)(C)CC(=O)OCC(=O)[C@@]12OC(C)(C)O[C@@H]1C[C@H]1[C@@H]3CCC4=CC(=O)C=C[C@]4(C)[C@@]3(F)[C@@H](O)C[C@@]12C	-6.7
C[C@]12C=CC(=O)N[C@@H]1CC[C@@H]1[C@@H]2CC[C@]2(C)[C@@H](C(=O)Nc3cc(C(F)(F)F)ccc3C(F)(F)F)CC[C@@H]12	-17.1
CCOCCCNC(=O)c1ccc(-n2c(-c3ccccc3)cc3c2CCC(C)C3)cc1 (stereo not given)	-13.8
O=C(CCSCc1cnn(-c2ccccc2)c1-n1cccc1)NCc1ccccc1Cl	-9.8
Cc1cc(C)c(NC(=O)Cc2csc(C)n2)c(Cl)c1	6.0
O=C(Cn1nc2c(cc1=O)CCCC2)NCc1ccc(Cl)cc1	-16.8
CCN1C(=O)c2ccccc2C1Nc1ccc(OCCN2CCCCC2)cc1 (stereo not given)	-21.2
O=C(O)c1ccc(C2Nc3ccccc3-c3nnc(SCc4ccc(Cl)cc4)nc3O2)cc1 (stereo not given)	6.2
CCOC(=O)c1ccc(CN(Cc2ccc(C)cc2)S(=O)(=O)c2ccc(F)c(C(=O)Nc3ccc(C)c(F)c3)c2)cc1	5.3
COc1ccc(-n2c(=O)c3c4c(sc3n(Cc3ccccc3)c2=O)CCC4)c(OC)c1	2.7
O=C(O)CN(CC(=O)O)CC1=CC2C(=CC1=O)Oc1cc(O)c(CN(CC(=O)O)CC(=O)O)cc1C21OC(=O)c2ccccc21 (stereo not given)	1.7
COc1cc(NC(=O)CSc2nc3ccccc3nc2Cc2ccccc2OC)cc(OC)c1	2.4
Cc1ccc(S(=O)(=O)c2c(Nc3ccc(C)c(C)c3)sc(C(=O)c3ccc4c(c3)OCO4)c2N)cc1	-11.2
CCCn1c(=O)c2sccc2n2c(CCCC(=O)Nc3ccc(Oc4ccccc4)cc3)nnc12	4.5
COc1ccccc1NC(=O)Cn1c(=O)c(CNc2ccccc2)cc2cc(OC)c(OC)cc21	-14.3
Cc1ccc(-c2onc(C)c2C)cc1S(=O)(=O)NCc1ccc(N(C)C)cc1	0.8
CC(C)CN(c1ccccc1)S(=O)(=O)c1nnc(NC(=O)C2CCCCC2)s1	-1.4
COc1ccccc1C1=Nn2c(nc3sc(C(=O)Nc4ccccc4Cl)c(C)c3c2=O)SC1	2.7
Cc1cccc(CS(=O)(=O)Cc2ccc(C(=O)NCc3ccc(Cl)cc3)o2)c1	-3.9
Cc1cc(OCC(=O)N(Cc2ccc(N(C)C)cc2)CC2CCCO2)ccc1Cl (stereo not given)	0.1
CCc1cccc(C)c1NC(=O)c1cc(S(=O)(=O)N(Cc2ccc(C(=O)OC)cc2)Cc2ccc(OC)c(OC)c2)ccc1F	0.1
Cn1cnc(S(=O)(=O)N2CCC(C(=O)N3CCN(c4ccc(Cl)cc4)CC3)CC2)c1	9.4
O=C(Nc1ccc(F)c(Cl)c1)N1CCC(CN2CCc3ccccc3C2)CC1	-20.5
Cc1nc(N2CCCC2)c2c(C(=O)Nc3ccc(C)c(Cl)c3)c(C)oc2n1	1.1
CCN(CC)CCOC(=O)c1ccc(NC(=O)c2nn(-c3ccc(C)cc3)c(=O)c3c2c2ccccc2n3C)cc1	-15.4
Clc1ccccc1CNc1ncnc2c1c(-c1ccccc1)cn2-c1ccccc1	4.9
CCCCS(=O)(=O)c1oc(-c2ccc(F)cc2)nc1S(=O)(=O)c1ccccc1	-23.3
CC(=O)OCC(=O)[C@@]1(O)CCC2C3CCC4=CC(=O)CC[C@]4(C)C3[C@@H](O)C[C@@]21C (stereo not given in full)	11.4
Cc1ccc(NC(=O)CN2C(=O)COc3ccc(S(=O)(=O)N4CCCCCC4)cc32)c(C)c1	-0.5
Cc1ccccc1CN1CCN(CC(=O)NCc2ccccc2Cl)C1=O	8.2
O=C(Nc1cc2c(cc1C(=O)c1ccccc1Br)OCCO2)c1ccccc1	4.2
CSc1nc2sc3c(c2c(=O)n1-c1ccc(C)cc1)CCCC3	1.8
CCOc1cccc2cc(-c3cn4c(n3)sc3ccccc34)c(=O)oc12	-6.3
CCOc1ccc(NC(=O)C(=O)NCCc2csc(-c3ccc(C(F)(F)F)cc3)n2)cc1	9.1
N[C@H](C(=O)O)[C@@H]1CC(Cl)=NO1	5.9
CCNS(=O)(=O)c1ccc(NC(=O)CSc2nc(-c3ccco3)cc(C(F)(F)F)n2)cc1	-2.4
COc1ccc(Br)cc1CNC(=O)c1cc(=O)[nH]c2ccc(S(=O)(=O)N3CCCCC3C)cc12 (stereo not given)	-21.8
COc1ccc(-c2cn3c(n2)sc2cc(C(=O)Nc4ccc(C)c(C)c4)ccc23)cc1	1.6

Compound activity from PubChem.
